# From PubChem
# D2 potentiator = positively modulates the human D2 dopamine receptor allosterically; P14416; HEK293 T-REx D2, calcium flux, EC20 dopamine potentiation; potentiation, % at 10 µM; AID 485347; 340,000 tested, 0.34% active;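 active = potentiation over 3 SD above the plate norm, cut at about 30% in these data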; also: 0% is about no effect
#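 Calcium flux readout, no-wash dye, 1 read/s. Inducible HEK293 Trex D2 line, overnight 30 C. Compound alone 180 s (agonist flags), then EC20 dopamine, another 180 s to score potentiation.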
# D1 antagonist = antagonists of human D1 dopamine receptor. P21728. HEK293 TREx D1 cells, calcium flux, dopamine EC80; active compounds read low. activity change, negative = inhibition, % at 10 µM. 360,000 tested, 3.2% active. AID 504652; in the data active = activity change below about -30%; also: % is scaled to controls: 0 for no effect and ±100 for the full control effect
# Target sequence (P21728 whole entry, looked up): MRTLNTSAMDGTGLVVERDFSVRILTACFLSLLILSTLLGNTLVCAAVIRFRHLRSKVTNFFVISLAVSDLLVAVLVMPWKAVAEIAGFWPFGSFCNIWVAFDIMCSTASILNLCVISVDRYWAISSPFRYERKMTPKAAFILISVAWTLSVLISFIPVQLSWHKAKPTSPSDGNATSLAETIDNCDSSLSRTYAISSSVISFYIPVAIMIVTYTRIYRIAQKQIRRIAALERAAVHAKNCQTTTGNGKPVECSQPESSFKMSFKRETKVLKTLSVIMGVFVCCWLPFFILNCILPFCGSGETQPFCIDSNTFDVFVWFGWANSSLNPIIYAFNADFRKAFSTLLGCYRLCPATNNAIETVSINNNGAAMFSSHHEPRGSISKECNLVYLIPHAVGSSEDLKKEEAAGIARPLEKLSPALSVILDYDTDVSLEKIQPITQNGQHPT
#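 Inducible Hek293 Trex D1 cells (tetracycline, overnight, 30 C). Calcium dye 30–90 min RT. Antagonist mode: EC80 dopamine added after 180 s compound read.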
# TRHR enhancer = allosterically enhances the human TRH receptor; AID 493056; enhancement, % at 2 µM; TRHR cells, fluo-8 calcium fluorescence, EC20 TRH enhancement; 360,000 tested, 0.66% active; P34981; in the data active = enhancement above about 30%; also: 0% is about no effect
# Target sequence (P34981 whole entry, looked up): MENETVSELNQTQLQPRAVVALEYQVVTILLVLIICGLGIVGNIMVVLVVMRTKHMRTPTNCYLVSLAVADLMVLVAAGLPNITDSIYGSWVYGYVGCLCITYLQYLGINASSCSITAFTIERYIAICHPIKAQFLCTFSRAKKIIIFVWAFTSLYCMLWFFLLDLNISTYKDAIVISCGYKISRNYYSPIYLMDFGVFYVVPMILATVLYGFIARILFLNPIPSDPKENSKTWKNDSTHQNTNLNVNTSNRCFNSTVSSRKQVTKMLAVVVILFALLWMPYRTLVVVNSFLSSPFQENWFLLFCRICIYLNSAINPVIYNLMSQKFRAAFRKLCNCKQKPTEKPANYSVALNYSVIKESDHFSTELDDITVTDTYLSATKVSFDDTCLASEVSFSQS
#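 Enhancer read-out: after compound pinning and an initial kinetic agonist-mode read, an EC20 of TRH (10 nM final) was injected and fluo-8 calcium signal (Ex 480/Em 530) followed at 1 s/cycle for 100 cycles in TRHR-expressing cells.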
# TRHR agonist = agonists of human TRH receptor; TRHR cells, calcium flux fluo-8, FDSS agonist mode; activation, % at 2 µM; 360,000 tested, 0.18% active; P34981; AID 493084; also: 0% is about no effect
#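 TRHR-expressing cells, plated overnight in medium with 10% serum, were loaded with fluo-8 calcium dye at room temperature. After a 10 s baseline, library compound was pin-added and calcium release was recorded kinetically (ex 480/em 530) as agonist response.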
# D1 potentiator = potentiators of human D1 dopamine receptor. P21728. HEK293 TREx D1 cells, calcium flux, dopamine EC20 potentiation. potentiation, % at 10 µM. 360,000 tested, 0.036% active; in the data active = potentiation above about 30%; also: 0% is about no effect
# D1 agonist = agonists of human D1 dopamine receptor | HEK293 T-REx D1 cells, calcium flux, agonist mode | P21728 | activation, % at 2 µM | AID 504660 | 360,000 tested, 1% active; also: 0% is about no effect
#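 Agonism was scored from calcium flux recorded over 180 s (1 read/s) after pintool compound addition, following a 10-cycle baseline. Cells were inducible force-coupled HEK293 TREx D1, plated overnight at 30 C and loaded with no-wash calcium dye.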
# D2 antag = antagonizes the human D2 dopamine receptor; HEK293 TREx D2 cells, calcium flux, dopamine EC80; inhibition, % at 10 µM; 340,000 tested, 2% active; in the data active = inhibition above about 30%; also: 0% is about no effect
#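 In this primary screen, negative modulation is detected by tracking calcium flux after an EC80 dopamine challenge in inducible HEK293 T-REx D2 cells preexposed to test compound for 180 s.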
# RXFP1 antag = RXFP1 (human) relaxin receptor antagonism | HEK293-RXFP1, relaxin-stimulated cAMP HTRF, 30 min; active compounds read low | activity change, negative = inhibition, % at 57.5 µM | 350,000 tested, 0.59% active | AID 1259400;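 active = activity change of -60% or lower, but not beyond a set lower limit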; also: % is scaled to controls: 0 for no effect and ±100 for the full control effect
# D2 ag = activates the human D2 dopamine receptor. HEK293 T-REx D2 cells, calcium flux agonist mode. activation, % at 2 µM. 340,000 tested, 0.53% active. AID 485358;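 active = activation over 3 SD above normal in the single-dose calcium agonist read, cut at about 30% in these data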; also: 0% is about no effect
#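 Tetracycline-induced HEK293 Trex cells with D2 receptor force-coupled to calcium signaling, plated overnight at 30 C and loaded with no-wash calcium dye. Calcium flux read kinetically for 180 s after compound addition; responses flag agonists.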
# Active calls of the source: *; . = no result given. Rule as the data show it, unless noted: active = activation above about 30%; inactive = the rest.
SMILES,D2 potentiator,D1 antagonist,TRHR enhancer,TRHR agonist,D1 potentiator,D1 agonist,D2 antag,RXFP1 antag,D2 ag
O=C(C(=O)N1CCc2ccccc2C1)N1CCc2ccccc2C1,6,-3,7,-0.3,3,3,-13,.,-0.3
C=CCNC(=S)Nc1nc2c(cc1C(=O)OCC)CCCC2,3,-13,5,0.2,3,4,2,7,0.1
COc1ccc(CNc2c(C(=O)O)cnc3c2cnn3C)cc1,9,-6,-1,1.2,-3,3,9,2,0.1
Cc1nc2nc(SCC(=O)NCc3ccccc3)nn2c(C)c1Cc1ccccc1,0,-9,-1,-0.7,-1,2,.,-15,.
CCc1c(C(=O)Nc2cc(C)ccc2OC)[nH]c(C)c1C(C)=O,-3,-11,0,-1.9,-6,0,3,-5,-0.5
Cc1nc(=O)c(-c2ccccc2)c(C)n1CCO,-14,-37*,-1,0.0,-4,1,1,11,-0.8
CCN(CC)CCC(c1ccc(N(C)C)cc1)c1c(OC)cc(OC)c2c(-c3ccccc3)cc(=O)oc12 (configuration not stated),-15,-47*,3,1.3,-5,39*,-14,.,0.3
Fc1ccccc1-c1nc(NCCCN2CCOCC2)c2ccccc2n1,0,-2,10,0.4,-4,1,-12,-4,-0.5
CS(=O)(=O)c1ncc(Cl)c(C(=O)N(Cc2ccc(Cl)cc2)Cc2ccco2)n1,-23,-63*,-16,4.3,-3,0,.,.,13
O=C(CN1CCN(c2ccc(O)cc2)CC1)Nc1ccccc1C(=O)NCCc1ccccc1,16,18,4,-2.5,-1,1,-19,-2,0.5
CCOc1ccccc1C(=O)Nc1cc2c(cc1N1CCCC1)n(CC)c(=O)n2CC,-3,-21,-16,-0.3,-4,5,-12,-9,0.3
N=c1c(C(=O)NCc2ccc3c(c2)OCO3)cc2c(=O)n3ccccc3nc2n1Cc1cccnc1,.,-10,5,0.3,-5,-1,.,9,.
COc1ccc(N2CC(C(=O)N/N=C/c3cc([N+](=O)[O-])ccc3O)CC2=O)cc1 (configuration not stated),5,-2,39*,-0.2,1,-1,-25,10,0.6
Cc1ccc(N(CC(=O)N2CCc3ccccc32)S(=O)(=O)c2cccs2)cc1,-1,0,20,-0.1,4,5,-18,9,0.1
CCO[C@@H]1OC(C(=O)O)=C[C@H](c2csc3ccccc23)[C@H]1CCCO,-6,-15,1,-0.4,-2,-2,32*,.,-0.2
COC(=O)c1ccc(-n2nc(C(F)(F)F)c3c2-c2ccoc2CC3)cc1,2,-15,-2,0.0,3,2,6,-7,-0.8
CN(C)CCOC(=O)C12CC3CC(CC(C3)C1)C2,-2,-5,-6,0.4,-9,2,-24,-1,1.0
CCOc1ccc(-c2cc(C(=O)NCC3CCCO3)c3ccccc3n2)cc1 (configuration not stated),-22,0,-3,-0.7,0,1,-8,2,-0.6
COC(=O)c1ccc(-c2ccc(/C=N/NC(=O)CC3(C)OCCCO3)o2)cc1,12,-3,10,-0.6,1,1,-11,5,0.9
COc1cc(/C=C/C(=O)OCC(=O)Nc2c(C)n(C)n(-c3ccccc3)c2=O)ccc1OCC#N,6,-6,2,1.5,-4,2,-4,6,0.0
Cc1cc(NCc2ccco2)nc2cc(O)ccc12,-9,-6,-3,1.3,-5,1,-4,.,-0.7
Cc1ccc(C(=O)NC(C)c2ccc(S(N)(=O)=O)cc2)s1 (configuration not stated),5,-18,-6,0.5,-3,1,4,0,0.3
O=C(c1cccc(S(=O)(=O)N2CCOCC2)c1)N1CCN(C/C=C/c2ccccc2)CC1,-9,0,0,-1.0,-8,6,-23,-11,0.1
COc1ccc(/C=C/C(=O)NC(=S)NCCc2ccc(OC)c(OC)c2)cc1,-6,2,-5,0.4,6,6,-9,6,-0.7
Cc1ccc(OCCNC(=O)CCNS(=O)(=O)c2ccc(C)cc2)cc1,6,-4,4,-1.1,5,4,30*,-10,-0.4
C/C(=N\Nc1c([N+](=O)[O-])c(C)nn1C)c1ccc(F)cc1F,-30,20,-5,-0.1,-5,1,11,-15,-1.3
COc1cccc(C2CC(c3ccc(NS(C)(=O)=O)cc3)=NN2C(=O)c2ccccc2)c1OC (configuration not stated),6,-21,50*,0.2,-2,6,0,-20,-0.1
COc1ccc(-c2[nH]ncc2CN(C)CCCN2CCOCC2)cc1F,17,8,6,0.5,0,2,3,6,1.6
CCOC(=O)c1ccc(NC(=O)c2c(O)c3ccccc3n(C)c2=O)cc1,5,-73*,9,-0.2,-4,-1,-17,.,0.2
O=C(/C=C/c1ccc2ccccc2n1)c1cc(Br)ccc1O,-10,-6,-7,2.5,-1,8,-9,-24,0.9
O=C(Nc1ccc([N+](=O)[O-])cc1)C1CC1(c1ccccc1)c1ccccc1 (configuration not stated),-6,-22,1,0.7,-3,8,-3,8,0.2
COc1ccccc1OCCn1ccnc1,-9,11,-1,1.2,6,1,0,10,-0.4
CCNc1nc(NCC)n2c(SCC(=O)Nc3ccc(F)cc3)nnc2n1,-4,7,1,0.0,2,1,5,3,0.4
CC(NC(=O)c1ccccc1)c1nnc(SCc2nc3ccccc3c(=O)[nH]2)n1C (configuration not stated),14,7,7,0.5,-3,-1,-30,15,1.1
COc1cc(OC)cc(C(=O)NC(C(=O)NCc2ccccn2)C(C)C)c1 (configuration not stated),7,9,5,0.0,-7,-1,-4,5,1.1
CNC(=S)NNC(=O)COc1cccc(C)c1C,-7,3,-6,0.1,6,0,-10,16,-1.3
COc1cc(/C=C/c2ccc3cccc(O)c3n2)cc(Br)c1OC,4,-16,-4,0.6,2,2,7,-11,0.5
CCCOC1(C(F)(F)F)NC(=O)N(c2cccc(Cl)c2)C1=O (configuration not stated),4,-11,-9,13,-6,21,.,.,3.2
O=C(Nc1cccc(Cl)c1)Nc1ccon1,-9,-7,39*,0.5,-6,6,7,7,0.2
COc1ccc(C2CC(=O)c3cnc(N4CCc5ccccc54)nc3C2)cc1OC (configuration not stated),1,-11,1,0.2,-2,3,-13,.,0.4
COc1ccc(CNC(=O)c2ccc3c(c2)N(Cc2ccc(C)cc2)CCS3)cc1,-2,2,4,-0.1,-1,0,.,-2,0.0
Cc1ccc(NC(=O)CSc2nc3c([nH]c4ccccc43)c(=O)n2C)cc1,2,-33*,-1,-0.2,0,-1,-2,.,-0.4
CCOc1ccc(CCNC(=O)C2CCN(C(=O)N3CC(CC)Oc4ccccc43)CC2)cc1 (configuration not stated),-6,1,8,-0.1,3,1,.,0,-0.4
Nc1c(N(Cc2ccco2)C(=O)c2cccc(Cl)c2)c(=O)[nH]c(=O)n1Cc1ccccc1,3,19,2,0.2,.,4,-33,5,-0.2
CCN(CC(=O)Nc1cc(Cl)ccc1C)C(=O)CSCc1ccccc1,-30,5,-15,0.8,8,6,6,-3,-0.7
Cn1c(=O)c2c(ncn2CCN(CCO)Cc2ccccc2)n(C)c1=O,-4,3,8,0.1,-12,3,7,2,0.7
Cc1ccc(N2CC(C(=O)OCC(=O)Nc3ccc(Cl)cc3)CC2=O)cc1 (configuration not stated),10,8,4,-0.1,3,-1,-8,-4,-0.5
O=C(CSc1nc2c(c(=O)[nH]1)CN(Cc1ccc(F)cc1)CC2)Nc1cccc(C(F)(F)F)c1,.,4,-2,0.6,-1,1,.,-4,0.5
CC(=O)Nc1cccc(CP(=O)(c2ccccc2)c2ccccc2)c1,-2,-10,16,0.1,-10,0,8,17,0.7
O=C(N/N=C/c1ccccc1)c1[nH]c2ccc(Br)cc2c1-c1ccccc1,3,-5,8,0.7,3,2,-5,-2,0.6
CN(CC(O)COc1ccccc1F)C1CCCCC1 (configuration not stated),-13,.,1,0.3,-5,1,16,-2,-0.5
O=C(/C=C/c1cccs1)Nc1cccc(NC(=O)/C=C/c2cccs2)n1,-14,-19,4,1.3,-7,3,-10,-21,0.4
COc1ccc(S(=O)(=O)Nc2cccc(F)c2)cc1C,-8,-17,6,-0.3,-3,3,-1,-1,0.5
Cc1cccc2cc(C(c3nnnn3CC3CCCO3)N3CCOCC3)c(=O)[nH]c12 (configuration not stated),2,5,21,0.1,-7,2,-10,-6,0.2
c1csc(-c2cn3ccc4ccccc4c3n2)c1,14,6,1,-0.4,2,3,0,-5,-0.1
CC(=O)N[C@@H](Cc1c[nH]c2ccccc12)C(=O)OCC(=O)NCc1ccc2c(c1)OCO2,0,-29,-3,-0.2,-4,1,12,19,0.2
CC1CC(C)CN(C(=O)CSCC(=O)O)C1 (configuration not stated),-10,2,-2,-0.5,-3,3,0,12,0.6
Cc1cc(C)cc(-n2c(SCC(=O)Nc3cccc(S(=O)(=O)NC4=NCCCCC4)c3)nc3ccccc3c2=O)c1,6,-21,9,0.5,2,7,-2,-2,1.3
COc1cc(NC(=O)c2cccc(F)c2)cc(OC)c1OC,-9,-6,-2,0.4,-4,0,-5,18,0.7
O=C(COc1coc(CN2CCc3ccccc3C2)cc1=O)Nc1ccc([N+](=O)[O-])cc1,11,-1,-9,0.7,1,1,-15,-18,1.9

# Further entries.
SMILES,D2 potentiator,D1 antagonist,TRHR enhancer,TRHR agonist,D1 potentiator,D1 agonist,D2 antag,RXFP1 antag,D2 ag
Cc1ccc(S(=O)(=O)NCCC(=O)Oc2ccc3ccc(=O)oc3c2)cc1,5,-11,-2,-0.2,-2,4,-5,0,-0.1
CCSc1nc(-c2ccc(Cl)cc2)nc2c1Cc1c(CO)cnc(C)c1O2,3,9,8,0.6,3,1,.,-13,1.0
O=[N+]([O-])c1cccc(CNC2CCCCCC2)c1,-11,-5,2,0.4,-5,0,13,-15,0.0
CCCn1c(-c2ccc(F)cc2)n[nH]c1=S,-4,31,0,-0.3,-1,1,1,-8,0.0
